Bioassay records (PubChem)
D2 ag: D2 dopamine receptor (human) agonism. P14416. 0.53% of 340,000 active. activation, % at 2 µM. HEK293 T-REx D2 cells, calcium flux agonist mode;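 active = activation over 3 SD above normal in the single-dose calcium agonist read, cut at about 30% in these data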; also: 0% is about no effect
Target sequence (P14416 whole entry, looked up): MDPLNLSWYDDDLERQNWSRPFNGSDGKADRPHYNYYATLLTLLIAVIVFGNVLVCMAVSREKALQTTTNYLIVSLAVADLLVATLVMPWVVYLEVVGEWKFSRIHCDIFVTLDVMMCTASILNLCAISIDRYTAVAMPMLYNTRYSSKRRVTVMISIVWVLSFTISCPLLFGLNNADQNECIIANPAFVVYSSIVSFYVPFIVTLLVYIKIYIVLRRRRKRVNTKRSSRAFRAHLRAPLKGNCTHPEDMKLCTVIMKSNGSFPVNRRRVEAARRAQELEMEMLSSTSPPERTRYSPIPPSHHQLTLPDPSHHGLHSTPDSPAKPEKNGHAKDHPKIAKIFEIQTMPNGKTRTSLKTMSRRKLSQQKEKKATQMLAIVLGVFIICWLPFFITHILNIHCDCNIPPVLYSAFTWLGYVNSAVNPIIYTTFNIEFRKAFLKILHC
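Agonism scored from kinetic calcium signal (1 read/sec, 180 s) following compound pin transfer, after a 10 s baseline. Cells: HEK293 Trex line expressing inducible D2 receptor coupled to calcium, dye-loaded after overnight culture at 30 C.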
TRHR agonist: agonists of human TRH receptor; P34981; activation, % at 2 µM; AID 493084; TRHR cells, calcium flux fluo-8, FDSS agonist mode; 0.18% of 360,000 active; in the data active = activation above about 30%; also: 0% is about no effect
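Read-out: compound-evoked intracellular calcium rise in TRHR cells, fluo-8 dye, kinetic FDSS fluorescence at 1 s/cycle following a 10-cycle baseline. Cells cultured overnight before dye loading (30 min–1.5 h, RT).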
D2 antagonist: antagonizes the human D2 dopamine receptor; HEK293 TREx D2 cells, calcium flux, dopamine EC80; inhibition, % at 10 µM; 2% of 340,000 active; in the data active = inhibition above about 30%; also: 0% is about no effect
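Tetracycline-induced HEK293 T-REx cells expressing D2 force-coupled to calcium signalling were dye-loaded, exposed to compound for 180 s, then challenged with an EC80 of dopamine; calcium flux was followed kinetically for a further 180 s.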
TRHR PAM: TRH receptor (human) allosteric enhancement; P34981; TRHR cells, fluo-8 calcium fluorescence, EC20 TRH enhancement; enhancement, % at 2 µM; 0.66% of 360,000 active; in the data active = enhancement above about 30%; also: 0% is about no effect
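Enhancer read-out: after compound pinning and an initial kinetic agonist-mode read, an EC20 of TRH (10 nM final) was injected and fluo-8 calcium signal (Ex 480/Em 530) followed at 1 s/cycle for 100 cycles in TRHR-expressing cells.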
PI4K2A block: inhibitors of human PI4K2A; Q9BTU6; purified PI4K2A, ADP-Glo luminescence, 1 h; active compounds read low; activity change, negative = inhibition, % at 76.9 µM; 0.13% of 420,000 active; AID 1346378; in the data active = activity change below about -50%; inconclusive = mostly about -30% to -49%;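 also: -100% = wells without enzyme as full effect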
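Compounds are screened against recombinant PI4K2A using PI as substrate and ATP, the latter dispensed at 300 microM. Reactions run one hour at ambient temperature before ADP-Glo detection; full inhibition defined by wells lacking enzyme.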
TrxR1 substrate: rat thioredoxin reductase 1 substrate activity. O89049. purified TrxR1 substrate turnover, NADPH consumption readout. Potency, µM (titrated, usually from 114 µM), without a hit: top-dose activity change, negative = substrate turnover. 0.01% of 390,000 active; also: potency is read from the fitted curve at half-maximal effect; % is scaled to controls: 0 for no effect and ±100 for the full control effect; nearly all actives have a fitted effect of over 50% in size
Target sequence (O89049 whole entry, looked up): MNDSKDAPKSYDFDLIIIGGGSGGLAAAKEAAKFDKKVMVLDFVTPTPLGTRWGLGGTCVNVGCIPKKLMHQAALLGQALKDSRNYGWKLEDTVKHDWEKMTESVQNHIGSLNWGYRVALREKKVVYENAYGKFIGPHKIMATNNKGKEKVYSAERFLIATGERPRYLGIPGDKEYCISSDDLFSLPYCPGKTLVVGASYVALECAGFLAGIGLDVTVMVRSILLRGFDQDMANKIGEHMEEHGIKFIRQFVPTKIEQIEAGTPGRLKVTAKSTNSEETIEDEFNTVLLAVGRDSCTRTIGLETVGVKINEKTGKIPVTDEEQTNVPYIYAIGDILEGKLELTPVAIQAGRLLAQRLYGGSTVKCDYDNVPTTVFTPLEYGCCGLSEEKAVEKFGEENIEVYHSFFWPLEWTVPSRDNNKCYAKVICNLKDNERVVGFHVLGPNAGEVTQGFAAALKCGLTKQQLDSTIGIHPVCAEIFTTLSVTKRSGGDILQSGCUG
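Rat TrxR1, dispensed at 90 nM, was prereduced with 400 uM NADPH (final) for 5 min at ~22 deg C, then incubated with compound 15 min before 400 uM selenite. A first-read NADPH fluorescence drop versus no-compound background flagged substrates.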
USP1-UAF1 inh: USP1/UAF1 (human) deubiquitinase inhibition | O94782 | recombinant USP1/UAF1, Ub-Rhodamine cleavage fluorescence | Potency, µM (series often up to 57.1 µM), for inactives: at the highest dose activity change, negative = inhibition, actives largely listed as inhibitors | 0.23% of 390,000 active | AID 743255; also: potency is read from the fitted curve at half-maximal effect; % is scaled to controls: 0 for no effect and ±100 for the full control effect; nearly all actives have a fitted effect of over 60% in size; inactives centre near -12
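High-throughput fluorogenic screen: 1nM USP1/UAF1 complex, Ub-Rho substrate 150nM final, 50mM HEPES pH 7.8 with 0.5mM EDTA, 0.1 mg/ml BSA, 1mM TCEP and 0.01% Tween-20.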
mIDH1 inhibitor: human IDH1 R132H inhibition | IDH1-R132H enzyme, NADPH consumption, diaphorase/resazurin fluorescence | Potency, µM (series often up to 76.6 µM), inactives show at the top dose activity change, negative = inhibition, actives largely listed as inhibitors | 0.093% of 390,000 active | AID 602179; also: potency is read from the fitted curve at half-maximal effect; % is scaled to controls: 0 for no effect and ±100 for the full control effect; nearly all actives have a fitted effect of over 65% in size
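IDH1-R132H (0.5 ug/mL) preincubated 30 min with compound, then NADPH (0.016 mM) and alpha-KG (2 mM) added; 80 min at RT, pH 7.5. Remaining NADPH coupled via diaphorase/resazurin to fluorescence (540/590 nm); concentration-response curves normalized to no-enzyme control.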
rTrxR1 inhibitor: inhibitors of rat thioredoxin reductase 1; 1% of 390,000 active; recombinant rTrxR1, NADPH fluorescence consumption, selenite substrate; Potency, µM (series often up to 114 µM), without a hit: top-dose activity change, negative = inhibition, most hits filed as inhibitors; also: potency is read from the fitted curve at half-maximal effect; % is scaled to controls: 0 for no effect and ±100 for the full control effect; nearly all actives have a fitted effect of over 65% in size
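Rat TrxR1 (90 nM in the dispensed reagent) was pre-reduced with 400 uM NADPH for 5 min at room temperature, then incubated with compound for 15 min. After 400 uM selenite was added, NADPH fluorescence (Ex 340/Em 450 nm) was followed for 8 min.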
Active calls of the source: *; u = inconclusive; x = no result given; & = joins results of further samples; [ ] = dose if it differs, or a comment. Unless noted, calls follow the shape of the dose curve; as a rule, active = well fitted inhibition curve with a large enough effect; inconclusive = small, poorly fitted or top-dose-only effect; inactive = no such curve, though single readings can be large or run the other way.

The opening two compounds (preview)
SMILES | D2 ag | TRHR agonist | D2 antagonist | TRHR PAM | PI4K2A block | TrxR1 substrate | USP1-UAF1 inh | mIDH1 inhibitor | rTrxR1 inhibitor
CCOC(=O)N1CCN(S(=O)(=O)c2ccc(C(=O)Nc3sc4c(c3C(=O)OC)CCN(C)C4)cc2)CC1 | -0.4 | 9.7 | 10 | -4 | 1 | 2% | -18% | 2% | 14%
Cc1cccc(NC(=S)N2CCCCC2c2cccnc2)c1C (stereo not given) | 1.6 | 1.2 | -18 | -1 | 4 | 8% | -20% | 4% | 12%

The whole of this part, previewed entries included:
SMILES | D2 ag | TRHR agonist | D2 antagonist | TRHR PAM | PI4K2A block | TrxR1 substrate | USP1-UAF1 inh | mIDH1 inhibitor | rTrxR1 inhibitor
CCOC(=O)N1CCN(S(=O)(=O)c2ccc(C(=O)Nc3sc4c(c3C(=O)OC)CCN(C)C4)cc2)CC1 | -0.4 | 9.7 | 10 | -4 | 1 | 2% | -18% | 2% | 14%
Cc1cccc(NC(=S)N2CCCCC2c2cccnc2)c1C (stereo not given) | 1.6 | 1.2 | -18 | -1 | 4 | 8% | -20% | 4% | 12%
CCCCN(C(=O)C1CC(=O)N(Cc2ccc(C)cc2)C1)c1c(N)n(CC(C)C)c(=O)[nH]c1=O (stereo not given) | 0.3 | 1.0 | -16 | 0 | -2 | 2% | -18% | 2% | 3%
Clc1cccc(Cn2ncc3ccccc32)c1 | 0.0 | -0.7 | -12 | 0 | 4 | 3%[57.1 µM] | -13% | -6% | 28%[57.1 µM]
O=C(O)c1cc(-c2cccs2)nc2ccc(Br)cc12 | 0.1 | 1.0 | 34* | 13 | x | x | x | x | x
COc1cccc2cc(-c3csc(-c4ccc(Cl)cc4)n3)c(=O)oc12 | 0.1 | 0.5 | x | 3 | -3 | -5%[57.1 µM] | -9% | -21% | 10%[57.1 µM]
Cn1cnnc1SCC(=O)Nc1ccc(C#N)cc1 | -1.4 | 0.9 | x | -1 | 4 | 1% | -3% | 19% | 12%
CC(C)CC(NC(=O)C(CC(C)C)NC(=O)C(Cc1ccc(OCc2ccccc2)cc1)NC(=O)OC(C)(C)C)C(N)=O (stereo not given) | -0.2 | 0.2 | -5 | 27 | -3 | 0%[57.1 µM] | -23% | -2% | 13%[57.1 µM]
CC(=O)CSc1nnc2[nH]c(=O)cc(N)n12 | 0.7 | 0.1 | x | 1 | 1 | 2%[57.1 µM] | u | 24% | 20%[57.1 µM]
Cc1nn(CC(=O)OCC(=O)Nc2ccccc2[N+](=O)[O-])c(C)c1[N+](=O)[O-] | -0.3 | 0.3 | -8 | -2 | 2 | 2% | -16% | -5% | 14%
O=c1c2ccccc2nc(SCc2ccncc2)n1CC1CCCO1 (stereo not given) | -0.6 | -0.7 | -20 | -8 | 4 | -12%[57.1 µM] | -15% | 4% | 33%[57.1 µM]
COc1ccccc1NS(=O)(=O)c1cccc(NC(=O)c2cc3ccccc3oc2=O)c1 | -5.5 | -0.9 | -1 | -1 | -10 | 12%[57.1 µM] | -7% | -2% | 26%
CSc1ccc(CCNC(=O)c2ccc(-n3c(C)cc4c3CCCC4)cc2)cc1 | 0.0 | 0.5 | x | 2 | -7 | -3% | 4% | 5% | -18%
Cn1nnnc1SCCNCc1cccc2ccccc12 | 0.0 | 0.3 | -43 | -6 | 13 | 11% | -6% | 3% | 5%
Cn1cc(S(=O)(=O)NCCc2ccccc2)c(=O)n(C)c1=O | 1.0 | 0.0 | -3 | 2 | 3 | -4% | -2% | 6% | 4%
N#C/C(=C\c1cccnc1)C(=O)Nc1ccc(C(=O)O)cc1 | 2.6 | 0.4 | -6 | 2 | -4 | -1% | -21% | -2% | -3%
Cc1ccc(-c2cc(C(=O)N3CCOCC3)c3cc(C)ccc3n2)cc1 | 2.0 | 0.4 | -14 | 9 | 1 | 18% | -24% | -1% | 13%
CC(=O)c1ccc(NC(=O)c2cc(CC(C)C)on2)cc1 | -0.9 | 0.2 | -14 | -9 | -4 | 3%[57.1 µM] | -11% | -1% | -6%[57.1 µM]
CC(C)CC1NC(=O)N(CC(=O)N2CCN(S(=O)(=O)c3ccc(Cl)cc3)CC2)C1=O (stereo not given) | 1.7 | 0.7 | -15 | 0 | 5 | -4% | -12% | 6% | 5%
O=C1ON=C(c2cccc([N+](=O)[O-])c2)/C1=C/c1ccc(O)cc1 | 0.2 | 0.2 | 9 | -3 | -8 | -17%[57.1 µM] | -7% | 6% | 7.9µM*
C=CCn1c(CNC(=O)c2ccco2)nnc1SCC(=O)c1ccccc1 | 0.4 | -0.5 | 9 | -4 | 6 | -19%[57.1 µM] | -16% | 10% | 0%[57.1 µM]
O=C(Nc1ccc(Br)cc1)c1ccc(-n2cnnn2)cc1 | 1.1 | -0.1 | -10 | 3 | 5 | 6% | u | -7% | 15%
O=c1[nH][nH]c(=O)c2cc([N+](=O)[O-])ccc12 | 0.4 | 0.0 | -4 | 2 | -11&0 | 1%&-5% | -14%&-18% | -2%&-8% | 20%&-3%
COc1cc(OC)c(NC(=O)Cn2cnc3nc4c(cc3c2=O)CCCC4)cc1Cl | 0.8 | 0.0 | x | 2 | -3 | 8%[57.1 µM] | -17% | 20% | 18%[57.1 µM]
CC[C@@H]1C=C(C)C[C@H](C)C[C@H](OC)[C@H]2O[C@@](O)(C(=O)C(=O)N3CCCC[C@H]3C(=O)O[C@H](/C(C)=C/[C@@H]3CC[C@@H](O)[C@H](OC)C3)[C@H](C)[C@@H](O)CC1=O)[C@H](C)C[C@@H]2OC | 8.9 | 0.5 | 17 | -11 | x | x | x | x | x
CCC1Oc2ccc(C)cc2N(CC(=O)NCc2cc(OC)ccc2OC)C1=O (stereo not given) | -0.9 | -1.5 | 10 | -8 | 1 | -2% | 7% | 2% | -10%
Cc1oc(/N=C/c2ccc(O)cc2O)c(C#N)c1C | 0.5 | 5.5 | 0 | -7 | 1 | -8% | -26% | -2% | -21%
CCCCn1c(N)c(N(CCC(C)C)C(=O)Cc2ccc(S(=O)(=O)N3CCOCC3)s2)c(=O)[nH]c1=O | -0.3 | 0.3 | 1 | 1 | 3 | 0% | -20% | 6% | 1%
COc1ccc(C(=O)OCC(=O)Nc2ccc(N3CCOCC3)cc2)cc1OC | 0.4 | 0.1 | 10 | -3 | 5 | 4% | -23% | 8% | 4%
CC1CCCCN1C(=O)CCS(=O)(=O)Cc1ccccc1 (stereo not given) | 0.3 | 0.5 | 4 | 2 | -20 | 0% | -5% | -7% | 1%
O=C(CSc1ccccn1)N1CCN(c2ccccc2)CC1 | -0.3 | 0.0 | 1 | -1 | 3 | -8% | -2% | -8% | -10%
S=C(Nc1ccc2c(c1)OCO2)NC1CCN(Cc2ccccc2)CC1 | 0.4 | 0.1 | 59* | -2 | 9 | 7%[57.1 µM] | -19% | 11% | u
CCOC(=O)c1sc(NC(=O)CSCc2c(C)noc2C)nc1C | -0.9 | 0.1 | -7 | 5 | 4 | -11% | -13% | 0% | -18%
C/C(=N/Oc1nc(C)cc(C)n1)c1ccccc1 | 0.9 | 0.3 | -11 | -2 | 2 | 11%[57.1 µM] | -1% | -6% | 7%[57.1 µM]
N#CC(C#N)=C/C=C(\Nc1ccc(Cl)cc1)c1ccc(Cl)cc1 | 11 | 22 | 6 | -1 | 0 | -1% | -17% | -1% | 3%
Cc1cc(C)c(S(=O)(=O)c2ccccc2C)c(SCC(C)C)n1 | 1.1 | 0.7 | 19 | -3 | 8 | 12%[57.1 µM] | -26% | 0% | 27%[57.1 µM]
O=C(CC12CC3CC(CC(C3)C1)C2)NC(=S)N1CCCCC1 | 0.4 | 0.7 | -2 | -1 | -2 | -14% | -11% | 1% | -14%
CCc1nn(CC(=O)Nc2ccc(C)cc2C)c(=O)c2cc3sccc3n12 | -0.2 | -0.1 | x | 1 | 3 | 1% | u | 1% | 14%
O=S(=O)(N/N=C/c1cccc(OC2CSC2)c1)c1ccccc1 | -0.6 | -0.9 | 3 | -5 | 0 | -14% | -5% | 3% | -16%
COc1ccccc1N1CCN(C(=O)c2cnn(-c3ccc(F)cc3F)c2C2CCNCC2)CC1 | -0.3 | -1.8 | x | 5 | -8 | 4% | -15% | 6% | 4%
CCN1CCN(c2ccc(NC(=O)CCc3c(C)nc4c(-c5ccccc5)c(C)nn4c3C)cc2)CC1 | -1.4 | -1.0 | 18 | 1 | 2 | 0% | -18% | 6% | 23%
CCN(CC)S(=O)(=O)c1ccc(C)c(NC(=O)CNc2cccc(S(=O)(=O)N3CCCC3)c2)c1 | -1.5 | -0.3 | -8 | -6 | 4 | 0% | -22% | 0% | 12%
Cc1ccc(C)c(NC(=O)CN(C)C(=O)Cc2ccc(Cl)cc2Cl)c1 | -1.2 | -0.8 | 1 | 1 | 5 | -6% | 2% | -10% | -2%
C=CCN1/C(=C(\C#N)C2=NS(=O)(=O)c3ccccc32)N(C)c2ccccc21 | 0.6 | -0.4 | -1 | 7 | -1 | -10%[57.1 µM] | 6% | 13% | -11%[57.1 µM]
C[C@H](CO)N1C[C@H](C)[C@@H](CN(C)Cc2ccc(C(=O)O)cc2)Oc2ccc(NC(=O)Cn3cnnn3)cc2C1=O | x | x | x | x | 1 | 2% | -10% | -3% | -21%
Cc1cc(=O)c2cc(Cl)ccc2[nH]1 | 0.2 | 0.3 | 25 | -2 | 2 | -7% | -28% | 0%[38.3 µM] | -12%
Cc1cc(C)nc(NC(=S)NC(=O)c2ccccc2F)n1 | x | x | x | x | 0 | 2%[57.1 µM] | -7% | 14% | 10%
CC(=O)C1=C(C)NC(SCC(=O)Nc2nccs2)=C(C#N)C1c1ccccc1Cl (stereo not given) | -0.7 | 0.0 | -1 | -1 | 3 | -12% | -17% | -10% | -29%
CC(CN(C)Cc1nc(Cc2cccc(C(F)(F)F)c2)no1)CN1CCCC1 (stereo not given) | 0.3 | -0.2 | -8 | 2 | 6 | 10%[57.1 µM] | -27% | 2% | 28%[57.1 µM]
Cc1ccc(N(CC(=O)Nc2cccc(Cl)c2C)S(=O)(=O)c2c(C)noc2C)cc1 | 0.6 | -0.6 | x | -5 | 1 | 7% | u | -8% | 28%

Rows are unselected; any-hit rate near 3.9%.
